Hsp70 inhibitors = small molecules displacing fluorescent ligand from Hsp70 – biochemical, fluorescence polarization, primary screen (AID 583). Hsp70 fluorescence polarization probe displacement, mP; higher % means a stronger effect. one-dose displacement, % at 20 µM; IC50 in µM for titrated hits. 140,000 compounds, 0.06% hits; in the data active = displacement above about 50%;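 note: plate controls were vehicle for no effect and reference ligand for full effect; a part of the inactive calls stands beside numbers as strong as those of hits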
MKP-3 inhibition = inhibition of rat DUSP6 enzyme activity – biochemical, in vitro, primary screen (AID 425). recombinant MKP-3 phosphatase activity, fluorescence; higher % means a stronger effect. one-dose inhibition, % at 20 µM; IC50 in µM for titrated hits. 110,000 compounds, 0.17% hits; in the data active = inhibition above about 50%;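 note: plate controls were vehicle for no effect and reference inhibitor for full effect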
* = called active by the depositor; nt = not tested or not shown. Some of the compounds tested; the hit share may differ from the screen's.

1) COC(=O)C1=C(C)N(c2ccc(Cl)cc2)C(=O)/C1=C\c1ccc(O)c(OC)c1
2) COc1ccc2nc(NC(=O)c3ccc(-n4nc(C)cc4C)cc3)sc2c1
3) Cc1nnc(SCCn2c(N3CCCCC3)nc3c2c(=O)[nH]c(=O)n3C)s1
4) O=C(O)C(Cc1ccccc1)N1C(=O)/C(=C/c2ccc(F)cc2)SC1=S (stereo not given)
5) COc1cccc2c1NC(c1ccc(F)cc1)C1CC=CC21 (stereo not given)
6) CCOc1ncccc1C(=O)OCc1cc(=O)oc2c(C)c(C)ccc12

Assay by compound | 1 | 2 | 3 | 4 | 5 | 6
Hsp70 inhibitors | 2.1% | 0.8% | 1.1% | 2.6% | 13% | 1.8%
MKP-3 inhibition | 6% | 4% | nt | -1% | 4% | 0%

7) NC(=O)c1cccc2c3c([nH]c12)CCCC3
8) O=C(Nc1ccc(I)cc1Cl)c1cccc2ccccc12
9) [O-][N+]1=C2CCC/C(=N\O)C2=NC12CCCCC2
10) CCc1cc(C(=O)N/N=C/c2ccc(O)cc2O)c2ccccc2n1
11) COc1ccc(-n2c(C(C)n3nc(C)c([N+](=O)[O-])c3C)n[nH]c2=S)cc1 (stereo not given)
12) O=S(=O)(NCC1CCCO1)c1ccc(S(=O)(=O)N(Cc2ccc(F)cc2)C2CCCCC2)cc1 (stereo not given)

Assay by compound | 7 | 8 | 9 | 10 | 11 | 12
Hsp70 inhibitors | 0.1% | 1.4% | 3.7% | -4.2% | -0.7% | 7.5%
MKP-3 inhibition | -9% | 2% | -3% | -1% | nt | nt

13) CC1=C(C(=O)OC2CCCCC2)C(c2ccncc2)C2=C(CC(c3ccccc3)CC2=O)N1 (stereo not given)
14) COc1cc(C(=O)NN=C2CCCCCC2)cc(OC)c1OC
15) Cc1cccc(OCC(=O)Nc2ccccc2N2CCN(C(=O)C(C)C)CC2)c1C
16) Cn1c(NC(=O)c2ccccc2)cc(=O)n(C)c1=O
17) COC(=O)C1=NN(C(=O)C(C)C)C(O)(c2ccccc2)C1 (stereo not given)
18) COCCn1c(=N)c(C(=O)NCCc2ccc(OC)cc2)cc2c(=O)n3cccc(C)c3nc21

Assay by compound | 13 | 14 | 15 | 16 | 17 | 18
Hsp70 inhibitors | 2.1% | 1.8% | 0.3% | 3.1% | 0.8% | -4.0%
MKP-3 inhibition | 9% | 0% | 1% | -1% | 2% | 6%

19) O=[N+]([O-])c1ccccc1Nc1nnc(-c2ccccc2)c(-c2ccccc2)n1
20) Cc1cccc(N(C)S(=O)(=O)c2ccc3[nH]cc(C(=O)N4CCOCC4)c(=O)c3c2)c1
21) CC(=O)CSc1nnc(CSc2ncccn2)n1C1CCCCC1
22) O=C(NCC1CCCO1)c1nnc(Cc2ccc(F)cc2)o1 (stereo not given)
23) CSc1nncn1/N=C/c1ccc2c(c1)OCO2
24) COc1ccc2[nH]c(=O)c(CN(Cc3ccc4c(c3)OCO4)C(C)=O)cc2c1

Assay by compound | 19 | 20 | 21 | 22 | 23 | 24
Hsp70 inhibitors | -2.5% | 2.1% | -3.6% | -3.6% | 0.2% | 3.0%
MKP-3 inhibition | 6% | 3% | -12% | -4% | nt | -8%

Full records, quoted from the list:
Results for O=[N+]([O-])c1ccccc1Nc1nnc(-c2ccccc2)c(-c2ccccc2)n1 : Hsp70 inhibitors = -2.5%; MKP-3 inhibition = 6%
Results for Cc1nnc(SCCn2c(N3CCCCC3)nc3c2c(=O)[nH]c(=O)n3C)s1 : Hsp70 inhibitors = 1.1%; MKP-3 inhibition = nt

Next records follow:
25) CC1=C(C(=O)OC(C)C)C(c2cc3c(cc2[N+](=O)[O-])OCO3)C2=C(CC(C)(C)CC2=O)N1 (stereo not given)
26) C/C(=N\O)C(=O)NCCN1CCCCC1
27) COCCn1c(=NC(=O)c2ccc3c(c2)OCO3)c(C#N)cc2c(=O)n3cccc(C)c3nc21
28) O=C(CC1N=C2c3ccccc3N=C(SCc3ccc(Cl)cc3)N2C1=O)NCc1ccco1 (stereo not given)
29) O=S(=O)(c1ccc(I)cc1)N1CCCC1
30) COc1ccc(S(=O)(=O)N(C)CC(=O)NCCC2=CCCCC2)cc1OC

Assay by compound | 25 | 26 | 27 | 28 | 29 | 30
Hsp70 inhibitors | -3.2% | -7.8% | -2.0% | -1.8% | -1.7% | -5.8%
MKP-3 inhibition | 6% | 0% | 0% | 2% | 4% | nt

31) O=c1oc2ccc3ccccc3c2cc1-c1nnc(-c2ccccc2)o1
32) CCOc1ccc(N(CC(=O)Nc2cccc(F)c2)S(=O)(=O)c2c(C)noc2C)cc1
33) CC(C)NC(=O)CSc1nc(-c2cccs2)cc(-c2ccccc2)c1C#N
34) CC(C)(C)C1(C)OC(O)(C(F)(F)F)CC1=O (stereo not given)
35) N#Cc1ccc(-c2ccc3c(c2)OCO3)nc1SCC(=O)OCc1ccccc1
36) COc1ccc(-c2c(C)n([O-])c(C)c(C)[n+]2=O)cc1OC

Assay by compound | 31 | 32 | 33 | 34 | 35 | 36
Hsp70 inhibitors | 8.5% | 2.5% | -5.2% | -0.8% | -7.0% | 4.4%
MKP-3 inhibition | 1% | 3% | nt | 2% | nt | -8%

37) O=C(Nc1ccc(NC(=O)c2cccnc2)cc1)c1ccc(NC(=O)c2cccnc2)cc1
38) O=C(Nc1nnc(C(F)(F)F)s1)c1cccnc1
39) COc1ccc(NC(=O)Cn2nnc(C(=O)NCc3ccco3)c2N)c(OC)c1
40) CCCc1nc2ccc(NC(=O)NCCC(=O)OCC)cc2c(=O)n1Cc1ccc(Cl)cc1
41) CCOC(=O)C1CCN(c2nc3ccccc3nc2C(C#N)C(=O)OCCOC)CC1 (stereo not given)
42) CCOC(=O)CCCCNCc1ccccc1

Assay by compound | 37 | 38 | 39 | 40 | 41 | 42
Hsp70 inhibitors | -1.6% | -0.2% | -2.4% | 3.6% | 5.1% | 1.8%
MKP-3 inhibition | 0% | -16% | nt | nt | -12% | -12%

Shown with two lines to a compound: entries from further up.
Below each SMILES: Hsp70 inhibitors	MKP-3 inhibition
27) COCCn1c(=NC(=O)c2ccc3c(c2)OCO3)c(C#N)cc2c(=O)n3cccc(C)c3nc21
  -2.0%	0%
28) O=C(CC1N=C2c3ccccc3N=C(SCc3ccc(Cl)cc3)N2C1=O)NCc1ccco1 (stereo not given)
  -1.8%	2%
29) O=S(=O)(c1ccc(I)cc1)N1CCCC1
  -1.7%	4%
30) COc1ccc(S(=O)(=O)N(C)CC(=O)NCCC2=CCCCC2)cc1OC
  -5.8%	nt
31) O=c1oc2ccc3ccccc3c2cc1-c1nnc(-c2ccccc2)o1
  8.5%	1%
32) CCOc1ccc(N(CC(=O)Nc2cccc(F)c2)S(=O)(=O)c2c(C)noc2C)cc1
  2.5%	3%
33) CC(C)NC(=O)CSc1nc(-c2cccs2)cc(-c2ccccc2)c1C#N
  -5.2%	nt
34) CC(C)(C)C1(C)OC(O)(C(F)(F)F)CC1=O (stereo not given)
  -0.8%	2%
35) N#Cc1ccc(-c2ccc3c(c2)OCO3)nc1SCC(=O)OCc1ccccc1
  -7.0%	nt
36) COc1ccc(-c2c(C)n([O-])c(C)c(C)[n+]2=O)cc1OC
  4.4%	-8%
37) O=C(Nc1ccc(NC(=O)c2cccnc2)cc1)c1ccc(NC(=O)c2cccnc2)cc1
  -1.6%	0%
38) O=C(Nc1nnc(C(F)(F)F)s1)c1cccnc1
  -0.2%	-16%
39) COc1ccc(NC(=O)Cn2nnc(C(=O)NCc3ccco3)c2N)c(OC)c1
  -2.4%	nt
40) CCCc1nc2ccc(NC(=O)NCCC(=O)OCC)cc2c(=O)n1Cc1ccc(Cl)cc1
  3.6%	nt
41) CCOC(=O)C1CCN(c2nc3ccccc3nc2C(C#N)C(=O)OCCOC)CC1 (stereo not given)
  5.1%	-12%
42) CCOC(=O)CCCCNCc1ccccc1
  1.8%	-12%

Next compounds follow:
43) CCOC(=O)C(NC(C)=O)(Nc1cccc(F)c1)C(F)(F)F (stereo not given)
44) Cn1cccc1Cc1nnc(SCC(=O)NCc2ccc3c(c2)OCO3)n1CCc1ccccc1
45) Cc1ccc(NC(=O)n2ccc(C(=O)N3CCOCC3)n2)cc1
46) CCn1c(O)c(C=Nc2ccccc2)sc1=S
47) Cc1ccc(C(=O)N2CCN(S(C)(=O)=O)C2)cc1
48) C=CCn1c(-c2ccc(Cl)cc2)c[nH]c1=S

Assay by compound | 43 | 44 | 45 | 46 | 47 | 48
Hsp70 inhibitors | 0.2% | -2.1% | -4.4% | 2.4% | 5.8% | -0.7%
MKP-3 inhibition | -15% | 4% | 3% | -8% | -8% | -14%

49) COc1ccc(C2CC(=O)C3=C(C2)Nc2ccccc2NC3c2cc3c(cc2Cl)OCO3)cc1 (stereo not given)
50) O=C(CNS(=O)(=O)c1ccc(Br)cc1)N1CCN(c2ccc(F)cc2)CC1
51) O=C(Nc1ccc(N2CCOCC2)cc1)Nc1cnsn1
52) Cc1cc(C)c(C#N)c(SCCS(=O)(=O)Cc2ccc(Cl)cc2)n1
53) COc1ccccc1C(=O)OCC(=O)Nc1ccc(OC(F)F)cc1
54) O=C(CSc1nnc(Cc2cccs2)n1-c1ccccc1)Nc1ccc2c(c1)OCCO2

Assay by compound | 49 | 50 | 51 | 52 | 53 | 54
Hsp70 inhibitors | -1.4% | -0.7% | -1.7% | 0.3% | 7.8% | -3.0%
MKP-3 inhibition | 6% | nt | -11% | nt | -1% | -2%

55) Oc1ccccc1C1OCC2(CO1)COC(c1ccccc1O)OC2 (stereo not given)
56) O=C(NCCN1CCN(c2ccccc2)CC1)C1CCN(S(=O)(=O)c2cccs2)CC1
57) CCOC(=O)c1c(C)[nH]c(C(=O)COC(=O)C2CC2C)c1C (stereo not given)
58) N=c1n(N)c2ccccc2n1CCO
59) Cc1ccc(NC(=S)NN2CCN(C)CC2)cc1
60) Oc1ccc(Br)cc1C=Nc1ccc(Cl)c2cccnc12

Assay by compound | 55 | 56 | 57 | 58 | 59 | 60
Hsp70 inhibitors | 2.8% | 6.3% | 6.9% | -0.3% | 0.3% | -1.1%
MKP-3 inhibition | 4% | 3% | -10% | 1% | 2% | 14%

61) O=C1CC(NCCc2ccc(Cl)cc2)C(=O)N1c1ccc(Cl)cc1 (stereo not given)
62) CCOC(=O)CSc1nnc(-c2nnc(SCC(=O)OCC)n2CC)n1CC
63) CC(=O)Nc1ccc2c(c1)C1C=CCC1C(c1ccccc1F)N2 (stereo not given)
64) O=C(OCCCN=C1NS(=O)(=O)c2ccccc21)C1CC(=O)N(c2ccc(Cl)cc2)C1 (stereo not given)
65) COCc1cc(C)c(C#N)c(=S)[nH]1
66) O=[N+]([O-])c1ccc(-c2ccco2)c(Cl)c1
67) CC(NC(=O)c1ccc(CS(=O)(=O)c2cccc(C(F)(F)F)c2)o1)c1ccc2c(c1)OCCO2 (stereo not given)
68) COC(=O)c1[nH]cnc1C(=O)c1ccccc1
69) CN(CCO)C1=CC(=O)CC(C)(C)C1

Assay by compound | 61 | 62 | 63 | 64 | 65 | 66 | 67 | 68 | 69
Hsp70 inhibitors | 0.0% | -0.6% | 5.4% | 7.3% | 0.9% | 6.1% | 0.8% | 0.6% | -2.7%
MKP-3 inhibition | 3% | 4% | 9% | nt | 9% | 0% | nt | -1% | nt

Compound activity: PubChem, Sanford-Burnham Center for Chemical Genomics
